Bioassay records deposited in PubChem by several laboratories.
LRH-1 inv ag: inverse agonists of human LRH-1 (NR5A2) | inhibition, % at 3.6 µM | AID 602396 | HEK293T StAR-luciferase reporter, LRH-1 transfected, 24 h | O00482 | hit rate 0.13% among 360,000;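 active means inhibition above the mean inhibition of all tested compounds plus 3 SD, cut at about 73% in these data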;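 further: 0% = DMSO wells and 100% = reporter-only cells lacking LRH-1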
SRC2 inh: inhibits human steroid receptor coactivator 2; HEK293 GAL4-SRC2 luciferase reporter, luminescence; inhibition, % at 9 µM; hit rate 0.17% among 370,000; AID 651957;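 active means inhibition above the mean inhibition of all tested compounds plus 3 SD, set per campaign, cut at about 52% in these data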;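 further: 0% = DMSO treated cells and 100% = cells given Gossypol at 36 µM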
EBV LMP1 NFkB: Epstein-Barr LMP1 NF-kappaB reporter inhibition | AID 504558 | inhibition, % at 12.5 µM | hit rate 0.69% among 350,000 | LMP1-induced NF-kappaB luciferase reporter cells, luminescence; in the data active means inhibition above about 41%;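 further: 0% = neutral control wells and 100% = reference inhibitor control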
COUP-TFII inh: blocks human COUP-TFII nuclear receptor | P24468 | HEK293T NGFI-A luciferase reporter, luminescence | inhibition, % at 8.6 µM | hit rate 0.7% among 370,000 | AID 686940;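 active means inhibition above a per-plate cutoff, mean inhibition of test wells between control levels plus 3 SD, cut at about 38% in these data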;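 further: cells cotransfected with COUP-TFII expression vector driving the NGFI-A reporter; 0% = median of COUP-TF2 test wells and 100% = reporter-only cells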
TLR9-MyD88 block: TLR9-MyD88 interaction inhibition; CHO BLA complementation TLR9-MyD88, CCF4 FRET ratio; Q9NR96+Q99836; inhibition, % at 4.98 µM; hit rate 0.21% among 340,000;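 active means inhibition above the mean over all tested compounds plus 3 SD, cut at about 21% in these data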;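 further: 0% = DMSO only wells and 100% = clavulanate BLA inhibitor control wells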
Target sequence (Q99836 whole entry, looked up): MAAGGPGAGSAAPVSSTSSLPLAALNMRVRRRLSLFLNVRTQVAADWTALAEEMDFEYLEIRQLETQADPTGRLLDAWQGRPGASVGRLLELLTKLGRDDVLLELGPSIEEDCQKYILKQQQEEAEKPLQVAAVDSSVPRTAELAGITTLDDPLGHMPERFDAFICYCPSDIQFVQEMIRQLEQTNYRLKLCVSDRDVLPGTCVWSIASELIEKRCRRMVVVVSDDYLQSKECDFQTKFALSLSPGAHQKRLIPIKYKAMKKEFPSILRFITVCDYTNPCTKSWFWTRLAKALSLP
Target sequence (Q9NR96 whole entry, looked up): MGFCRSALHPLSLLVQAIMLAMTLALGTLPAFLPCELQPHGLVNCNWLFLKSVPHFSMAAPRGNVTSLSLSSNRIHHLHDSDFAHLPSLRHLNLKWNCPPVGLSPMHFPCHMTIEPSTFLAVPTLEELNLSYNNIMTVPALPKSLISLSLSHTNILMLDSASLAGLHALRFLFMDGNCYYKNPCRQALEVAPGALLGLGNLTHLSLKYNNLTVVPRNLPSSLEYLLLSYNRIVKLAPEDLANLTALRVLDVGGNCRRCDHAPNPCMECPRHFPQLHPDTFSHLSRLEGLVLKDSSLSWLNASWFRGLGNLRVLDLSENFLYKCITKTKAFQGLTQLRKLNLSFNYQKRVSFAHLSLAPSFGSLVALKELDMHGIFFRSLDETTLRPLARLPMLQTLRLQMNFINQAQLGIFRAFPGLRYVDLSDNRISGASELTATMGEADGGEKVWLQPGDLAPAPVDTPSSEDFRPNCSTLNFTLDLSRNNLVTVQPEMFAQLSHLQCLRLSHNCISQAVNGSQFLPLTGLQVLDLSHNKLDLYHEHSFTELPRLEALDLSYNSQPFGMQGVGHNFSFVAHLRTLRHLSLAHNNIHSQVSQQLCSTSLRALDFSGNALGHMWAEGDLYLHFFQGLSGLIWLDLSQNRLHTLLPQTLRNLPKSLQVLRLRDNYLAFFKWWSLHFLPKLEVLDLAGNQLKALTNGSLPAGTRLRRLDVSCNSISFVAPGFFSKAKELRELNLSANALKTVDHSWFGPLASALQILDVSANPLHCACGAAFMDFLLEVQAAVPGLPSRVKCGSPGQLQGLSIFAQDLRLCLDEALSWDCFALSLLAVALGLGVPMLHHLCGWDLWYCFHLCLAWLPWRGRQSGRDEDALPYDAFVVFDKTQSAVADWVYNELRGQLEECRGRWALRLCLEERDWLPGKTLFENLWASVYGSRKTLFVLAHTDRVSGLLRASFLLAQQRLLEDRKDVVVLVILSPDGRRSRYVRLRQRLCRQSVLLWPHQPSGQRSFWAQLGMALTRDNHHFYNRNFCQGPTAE
SRC1 inh: inhibitors of human steroid receptor coactivator 1 (SRC1) | HEK293 GAL4-SRC1 luciferase reporter, luminescence | inhibition, % at 3.6 µM | hit rate 0.12% among 360,000 | AID 588354;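 active means inhibition above the campaign mean plus 3 SD, with each screening campaign given its own cutoff, cut at about 60% in these data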;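 further: 0% = DMSO treated cells and 100% = gossypol at 36 µM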
MC4R antagonist: antagonists of human melanocortin 4 receptor (MC4R); P32245; MC4R-expressing cells, MTII-stimulated cAMP, LANCE TR-FRET; inhibition, % at 6.5 µM; hit rate 0.48% among 360,000; AID 540295;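 active means inhibition above its plate's cutoff, the mean of tested wells on that plate plus 3 SD, cut at about 29% in these data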;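 further: 0% = Melanotan II alone and 100% = Melanotan II plus saturating MCL0020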
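Material – human MC4R-expressing U2OS cells · Repeats – no replicates · Detection – TR-FRET with Eu-cAMP and labeled anti-cAMP, 671 nm · Times – compound 30 min, challenge 1 h, detection 1 h · Compound – single nominal compound dose of 6.5 µM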
NCOA3 inh: inhibits human SRC3 coactivator | HEK293 GAL4-SRC3 luciferase reporter, luminescence | inhibition, % at 3.6 µM | hit rate 0.17% among 360,000 | AID 588352;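 active means inhibition above a per-campaign cutoff, the mean of all compounds plus 3 SD, cut at about 60% in these data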;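 further: 0% = DMSO-treated cells and 100% = gossypol-treated cells at 36 µM; higher means less SRC3-driven luciferase light from the GAL4 reporter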
ABHD5-PLIN5 inh: inhibitors of human ABHD5-perilipin-5 interaction | inhibition, % at 4 µM | hit rate 0.78% among 360,000 | Split G. princeps luciferase complementation, luminescence, 4 h | AID 602281 | Q00G26+Q8WTS1;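 active means inhibition above the mean inhibition across every tested compound plus 3 SD, cut at about 22% in these data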;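 further: 0% = DMSO only wells and the 100% control is not disclosed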
MC4R barr agon: agonists of human melanocortin 4 receptor (MC4R) beta-arrestin; hit rate 0.98% among 360,000; activation, % at 8.9 µM; AID 540308; P32245; U2OS MC4R beta-arrestin complementation, luminescence; percent of melanotan II response, DMSO zero;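 active means activation above a per-plate cutoff, the mean activation of sample wells on that plate plus 3 SD, cut at about 8% in these data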
NOD2-RIPK2 inh: NOD2-RIPK2 protein interaction inhibition; O43353; CHO BLA complementation NOD2-RIPK2, CCF4 ratio; inhibition, % at 4.98 µM; hit rate 0.38% among 360,000; AID 624267; in the data active means inhibition above about 21%;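 further: 0% = vehicle only and 100% = reference blocker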
* marks the source's active call; other numbers are inactive results; x = not tested or not shown. A portion of the library, so the mix of outcomes need not match the whole.

LRH-1 inv ag,SRC2 inh,EBV LMP1 NFkB,COUP-TFII inh,TLR9-MyD88 block,SRC1 inh,MC4R antagonist,NCOA3 inh,ABHD5-PLIN5 inh,MC4R barr agon,NOD2-RIPK2 inh,SMILES
7,-19,1,12,13,-18,8,11,1,-0.5,8,O=c1c2ccccc2ncn1-c1cccc([N+](=O)[O-])c1
5,x,1,x,-8,-14,0,-12,-14,-3.3,-12,COc1ccc(OCC(=O)NC(=S)Nc2ccc(N3CCOCC3)c(Cl)c2)cc1
7,1,x,26,x,1,-6,3,2,-1.1,-2,CC(=O)NC(c1cccc(F)c1)c1nc(-c2cc3ccccc3o2)cs1 (stereo not given)
6,-21,2,13,-20,-7,2,23,-3,-0.9,7,CCC1NC(=O)c2ccccc2N1c1cccc(Cl)c1 (stereo not given)
-98,-19,-11,-13,1,-42,5,-33,2,-2.1,-8,O=C(Nc1cccc(-c2nnc(-c3ccccc3)o2)c1)C1CCCO1 (stereo not given)
9,-8,-5,23,-7,-4,8,-2,8,-1.4,-7,O=C(CSc1nnc(-c2cccnc2)n1-c1ccccc1)N1CCN(c2ccc(F)cc2)CC1
33,-13,-4,18,-6,-1,-5,7,1,-4.0,3,COc1ccc(NC(=O)CSc2nccn2Cc2ccc(F)cc2)c(OC)c1
0,-58,-3,18,11,3,-3,14,-3,1.5,-5,Cc1c(C(=O)OC/C(O)=C(\C#N)c2nc3ccccc3[nH]2)oc2ccccc12
0,34,9,6,0,6,3,9,4,6.1,10,COc1ccc(Nc2nc(C)nc3c2oc2ccccc23)c(OC)c1
-67,-20,-6,-8,-2,-42,-5,-34,-2,-0.5,-18,COC(c1ccccc1)c1nnc(CCC(=O)N(C)Cc2cccc(-n3cccn3)c2)o1 (stereo not given)
-27,-3,0,-15,8,-6,0,30,13,-2.8,11,COc1ccccc1C(=O)Nc1nnc(S(=O)(=O)N2CCCCC2)s1
-22,-11,-9,9,-7,8,6,0,-4,1.9,5,CCCN(CCC)S(=O)(=O)c1ccc(NC(=O)C2CCCO2)cc1 (stereo not given)
9,24,-14,2,4,11,4,8,-3,-5.0,-1,CCOc1ccccc1-n1cnc(C#N)c1N
6,6,4,12,8,-10,0,20,-1,-1.6,7,C/C(=N\N1CCN(c2ccccc2)CC1)c1ccncc1
-1,10,x,-3,x,-3,-7,-1,-7,3.6,-4,CN(C)C(=O)c1cccc(-c2cnc3c(NC=O)cc(-c4cc(F)c(F)c(F)c4)cn23)c1
23,2,7,-15,-7,-20,0,-24,-3,-1.1,3,O=C1CCCN1CC(O)CS(=O)(=O)Cc1ccc(Cl)cc1Cl (stereo not given)
-2,15,-4,10,-16,0,5,-1,-2,0.1,8,Cc1cc(C)c(NC(=O)C2CCCN2CCC(C)C)c(C)c1 (stereo not given)
4,16,-2,12,-11,-2,2,13,1,0.8,6,COc1cc2c(=O)n(Cc3ccccc3)c(=O)n(CC(=O)NCCc3ccccc3)c2cc1OC
-9,-8,-6,2,8,0,2,-6,2,-1.9,-3,CC1(C)CC(=O)C2=C(C1)N(c1ccc(F)cc1)C(=O)NC2(C(F)(F)F)C(F)(F)F
12,-3,x,1,x,5,-2,2,-1,1.6,-4,N#CCC(=O)N1CCN(Cc2ccc3c(c2)OCO3)CC1

The list goes on (2 carried over from the part before).
LRH-1 inv ag,SRC2 inh,EBV LMP1 NFkB,COUP-TFII inh,TLR9-MyD88 block,SRC1 inh,MC4R antagonist,NCOA3 inh,ABHD5-PLIN5 inh,MC4R barr agon,NOD2-RIPK2 inh,SMILES
-9,-8,-6,2,8,0,2,-6,2,-1.9,-3,CC1(C)CC(=O)C2=C(C1)N(c1ccc(F)cc1)C(=O)NC2(C(F)(F)F)C(F)(F)F
12,-3,x,1,x,5,-2,2,-1,1.6,-4,N#CCC(=O)N1CCN(Cc2ccc3c(c2)OCO3)CC1
-11,-3,10,3,1,-4,7,9,1,-1.6,-3,CCOC(=O)Cc1csc(NC(=O)CSc2nnc(-c3ccc(OC)cc3)n2C)n1
-1,-16,x,10,x,3,-9,19,-1,0.5,-9,O=C1CCCN1CC(O)CS(=O)(=O)Cc1ccc(Cl)cc1 (stereo not given)
15,6,-3,9,-6,-7,3,13,4,0.6,-2,O=C(NCc1ccc(F)cc1)C1CCN(S(=O)(=O)c2ccc(N3CCCC3=O)cc2)CC1
3,9,-9,10,-1,-6,1,0,-1,-1.1,0,CCCCn1c(N)c(N(C(=O)CSc2nnc(C)n2-c2ccccc2)C2CCCC2)c(=O)[nH]c1=O
-22,7,-7,-15,-10,-3,9,8,-5,-1.6,4,COC(=O)CN1CCN(C(=O)c2ccco2)CC1
2,-18,-1,-7,-7,-15,25,8,-5,2.4,-6,CC(C)n1c(SCC(=O)N2CCN(C(=O)c3ccco3)CC2)nc2c1c(=O)n(C)c(=O)n2C
-31,-31,-10,-22,-7,-51,2,-52,5,0.9,-5,O=C(Nc1ccc(N2CCCC2)c(Cl)c1)c1cccnc1
-4,-4,0,22,-14,-2,23,-15,-1,1.1,-5,CCC(NS(=O)(=O)c1ccc(OC)cc1)C(=O)NCCc1ccccc1 (stereo not given)
13,-22,-3,3,1,-6,-2,5,-3,-2.9,3,CCOC(=O)C1CCCN(C(=O)Cc2c(C(=O)O)[nH]c3ccccc23)C1 (stereo not given)
7,-33,-3,1,2,-108,-3,23,8,4.7,-13,CCC(C)N=C1CC(C)(C)CC(=O)/C1=C(/O)Cc1ccccc1 (stereo not given)
18,-12,5,9,2,-25,1,20,3,0.0,3,O=C(CNS(=O)(=O)c1cccc(Br)c1)NCC1CCCCC1
4,15,0,-11,8,-14,15,23,0,1.1,7,CCOCN(C(=O)Cn1cnc2ccccc21)c1c(C)cccc1CC
-2,-16,5,17,-6,12,0,9,-6,-2.1,2,CCOc1ccccc1/C=C/C(=O)NCC(=O)N1CCC(N(C)C2CCCCC2C)CC1 (stereo not given)
7,12,6,-3,-3,-7,2,-11,4,-1.3,-9,Cc1ccccc1NC(=O)Cc1nc(COC(=O)c2ccc(NC(N)=O)cc2)cs1
22,14,8,7,1,-5,12,9,-4,-2.0,6,O=C(CC1SC(=Nc2ccc(OC(F)F)cc2)N(CCN2CCOCC2)C1=O)Nc1ccc(F)cc1F (stereo not given)
10,6,0,8,-4,-5,1,7,1,-1.8,0,CCCC(=O)NC(NC1CCS(=O)(=O)C1)C(Cl)(Cl)Cl (stereo not given)
13,20,-1,2,10,17,3,10,-7,-2.7,0,CC(C)CC(=O)NC1(C(F)(F)F)C(=O)N(CC(C)C)C2=C1C(=O)CC(C)(C)C2 (stereo not given)
-9,-8,7,2,-3,0,15,-19,-2,-1.5,7,N/C(=N\OC(=O)CCCC(=O)O)c1ncc(C(F)(F)F)cc1Cl
-49,-27,1,-12,1,-49,-1,-44,5,0.3,-2,CCCCOc1ccc(-c2nc(-c3cccnc3)no2)cc1
-20,3,-6,18,-3,-16,2,9,-9,-4.0,2,Cc1ccc(NC(=O)CN(C)C(=O)Cc2c[nH]c3ccccc23)cc1
13,-22,-8,8,-1,-3,6,-12,-4,-1.6,7,COC(=O)COc1nc(C)c(Br)c(OC)n1
-7,-2,-9,-16,1,-9,16,-12,-6,-2.3,-4,CC(C)C(=O)NNC(=O)CSc1nnnn1C(C)C
-2,19,-5,-11,7,-4,3,-10,1,-0.3,-16,COCOc1ccc(C=O)c(O)c1
-6,11,-5,-2,6,5,1,4,4,0.5,-3,O=C(NCCc1ccccc1)C1CCCN(S(=O)(=O)c2cccc3nsnc23)C1 (stereo not given)
-44,-20,-11,0,2,-7,0,-20,-9,-0.7,-6,O=C(NCCn1cc(SCC(=O)N2CCOCC2)c2ccccc21)c1ccccc1
1,19,4,-17,15,-11,5,-13,1,-1.3,10,Cc1cnc(NC(=O)Cc2cccs2)s1
5,11,-1,2,1,-15,17,23,-12,-2.0,3,CC(OC(=O)Cn1cc(C(F)(F)F)ccc1=O)C(=O)NC(C)c1ccc(Cl)cc1Cl (stereo not given)
-14,15,4,-7,0,-10,6,2,-5,-0.2,3,Cn1nnc(NC(=O)c2ccccc2)n1
1,-18,4,-15,-15,-23,-17,2,-2,-1.2,1,O=C(N/N=C/C=C/c1ccccc1)c1cccc(Br)c1
-2,-9,-22,-6,-8,4,-1,-9,1,-1.0,-9,CC(=O)N1CCN(C(=S)NC(=O)C23CC4CC(CC(C4)C2)C3)CC1
7,16,-10,-1,-4,2,-6,-8,6,-0.8,-3,O=C(N/N=C/c1ccc(OC(=O)c2ccc(Br)cc2)cc1)c1ccncc1
-8,4,2,16,-5,7,-3,1,0,0.1,-12,COc1ccc(OC)c(C(=O)CSc2nnc(C3CC3)n2C2CC2)c1
24,-10,2,-1,6,0,-7,-4,2,0.4,12,O=C(COC(=O)Cc1c[nH]c2ccccc12)Nc1cccc(Br)c1
12,8,-3,6,-2,-25,9,10,-1,2.2,5,O=C(CCn1c(=O)[nH]c2ccccc2c1=O)N1CCN(c2cccc(C(F)(F)F)c2)CC1
7,-5,x,-25,x,7,7,-9,-7,2.5,-1,CC1Sc2ccccc2N(Cc2ccc(OC(F)(F)F)cc2)C1=O (stereo not given)
-94,-93,8,-39,-1,-39,0,-46,-4,-1.2,-14,Cc1nn(-c2ccccc2)c(N)c1-c1ccccc1
-9,15,8,17,-2,-7,-3,16,-2,-1.9,-6,COc1ccc(C(=O)NCC(=O)N2CCC(Cc3ccccc3)CC2)cc1OC
-36,6,3,6,1,-12,15,-2,-1,0.8,-2,O=C(CN(Cc1ccco1)C(=O)c1ccc(F)cc1)Nc1ccccc1Br
5,2,x,1,x,x,x,x,-3,x,-5,CCCCCCSc1ccc(-c2nc3cnccn3c2NC2CCCCC2)cc1
8,16,4,-3,8,-14,10,-5,5,-1.1,-11,CCOCCn1c(CN2CCCC(C)C2)nc2c1c(=O)n(C)c(=O)n2C (stereo not given)
5,21,-5,8,-7,10,7,15,3,-2.5,-7,CN(CCOc1ccccc1)CC(=O)Nc1ccc(S(=O)(=O)N2CCCC2)cc1
-1,1,-2,12,5,-26,-1,-1,-10,-1.2,-1,COc1ccc(S(=O)(=O)N2CCN(c3c(C)cccc3C)CC2)cc1OC
-107,-82,-92,-24,2,-89,0,-54,2,1.3,-10,C/C(=N/NC(=O)c1cccs1)c1ccc(NC(=O)COc2ccc(Cl)cc2Cl)cc1
4,-17,-4,-3,-7,-5,-4,-14,-3,-0.8,1,Cc1ccc(CN2CCN(Cc3cccn3-c3ccccn3)CC2CCO)o1 (stereo not given)
